CaV13 FRET inh = Disruptors of the CACNA1D IQ motif to Ca2+-dependent inactivation inhibitor domain association, primary screening, Förster resonance energy transfer in intact living …; 340,000 tested, 0.098% active; inhibition, % at 12.3 µM; HEK cells, CFP/YFP FRET ICDI-IQ, plate reader, 10 min; percent FRET-ratio fall versus neutral wells;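 active = mean replicate inhibition of at least 30% and at least 1% of replicates passing that level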;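 note: 0% = median of the neutral control wells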
TRPM1 prom inh = inhibitors of MITF-dependent TRPM1 promoter reporter, primary screen, cell-based, SK-MEL-5, single point, luciferase | SK-MEL-5 TRPM1 promoter luciferase, 24 h | inhibition, % at 12.5 µM | 330,000 tested, 0.83% active | AID 488899, 2010;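 active = mean inhibition across replicates of 60% or more, whatever share of single replicates reaches that level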; note: values of inactives mirror those of a sister screen read the other way
PDI inh = inhibitors of human PDI, primary screen, biochemical, turbidity, single point, plate reader; Protein disulfide-isomerase (Homo sapiens), P07237; PDI insulin aggregation turbidity, A650, 90 min; inhibition, % at 10 µM; 350,000 tested, 0.052% active; AID 588391, 2011;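 active = mean inhibition across replicates of 30% or more, whatever share of single replicates reach that level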;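 note: absorbance from insulin aggregation driven by PDI reduction with DTT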
Target sequence (P07237 whole entry, looked up): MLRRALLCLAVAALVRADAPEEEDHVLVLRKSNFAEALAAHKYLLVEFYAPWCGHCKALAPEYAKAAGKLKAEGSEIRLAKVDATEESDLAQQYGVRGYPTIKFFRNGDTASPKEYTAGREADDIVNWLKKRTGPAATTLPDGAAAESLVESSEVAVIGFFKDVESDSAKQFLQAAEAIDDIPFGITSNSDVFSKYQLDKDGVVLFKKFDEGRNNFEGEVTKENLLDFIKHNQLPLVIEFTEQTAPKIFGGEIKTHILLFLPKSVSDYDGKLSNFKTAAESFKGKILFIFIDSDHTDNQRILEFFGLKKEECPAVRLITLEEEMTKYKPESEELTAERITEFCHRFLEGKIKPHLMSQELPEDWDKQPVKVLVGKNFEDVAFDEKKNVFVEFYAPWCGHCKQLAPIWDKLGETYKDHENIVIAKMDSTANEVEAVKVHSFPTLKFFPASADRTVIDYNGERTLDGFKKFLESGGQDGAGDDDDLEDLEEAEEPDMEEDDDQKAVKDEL
NR2E3 ag-1 = NR2E3 agonists in two-hybrid cells, primary screen, cell-based, luminescence, CHO-S, Gal4-NCOR/VP16-NR2E3; Photoreceptor-specific nuclear receptor (Homo sapiens), Q9Y5X4; 360,000 tested, 0.35% active; inhibition of corepressor binding, % at 3.98 µM; AID 602229, 2012; luciferase;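 active = inhibition above the mean of all tested compounds plus 3 SD, cut at about 70% in these data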;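 note: 0% = DMSO with NR2E3 transfected cells and 100% = cells lacking NR2E3 construct; higher means lower luciferase signal from less NR2E3 corepressor binding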
Target sequence (Q9Y5X4 whole entry, looked up, the tested form may be a part): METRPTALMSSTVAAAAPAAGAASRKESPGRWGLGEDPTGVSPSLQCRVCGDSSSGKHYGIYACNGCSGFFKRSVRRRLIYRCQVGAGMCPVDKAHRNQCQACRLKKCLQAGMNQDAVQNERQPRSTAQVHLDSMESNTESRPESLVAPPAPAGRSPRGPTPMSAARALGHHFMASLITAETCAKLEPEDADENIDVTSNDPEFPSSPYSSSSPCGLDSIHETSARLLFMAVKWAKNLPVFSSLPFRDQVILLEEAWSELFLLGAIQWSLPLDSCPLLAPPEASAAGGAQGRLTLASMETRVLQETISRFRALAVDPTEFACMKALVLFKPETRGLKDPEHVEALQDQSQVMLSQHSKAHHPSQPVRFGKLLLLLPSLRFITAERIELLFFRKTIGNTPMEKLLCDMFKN
HIF-2a block = HIF-2a reporter inhibitors, primary screen, luminescence, 786-0 RCC cells; 786-0 RCC cells HIF-2a reporter, luciferase luminescence, overnight; inhibition, % at 18.8 µM; 360,000 tested, 0.72% active; AID 624352, 2012;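 active = inhibition of the luminescence signal of 40% or more relative to plate controls, in a single-dose primary screen at 18.75 µM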
NR2E3 ag-2 = inhibitors of NR2E3-RetCOR corepressor binding, primary screen, NR2E3 agonist project, biochemical, TR-FRET, GST-NR2E3, biotin-RetCOR | AID 2300, 2010 | inhibition of corepressor binding, % at 4.78 µM | 320,000 tested, 0.12% active | 1536-well | Photoreceptor-specific nuclear receptor (Homo sapiens), Q9Y5X4;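 active = percent inhibition above the cutoff of mean plus 3 SD of all tested compounds, set per screening campaign, cut at about 20% in these data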;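 note: 0% = DMSO wells and 100% = biotin wells as full block of FRET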
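Material: NR2E3–RetCOR corepressor complex / Amount: 1.35 nM GST-NR2E3 / Medium: Tris pH 7.5 / Compound: single nominal compound dose of 4.8 µM / Incubation: 5 h at 4 °C / Technique: TR-FRET, Eu(K)-anti-GST donor, streptavidin-D2 acceptor, ex 340, em 617/671 nm / Read-out basis: percent loss of FRET ratio relative to control wells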
Granule exo inh = LAMP-1 surface exposure blockers, TALL-104 cells – cell-based, flow cytometry, MLPCN library, primary screen; AID 651702, 2012; TALL-104 LAMP-1 surface exposure; cells stimulated with thapsigargin and PMA; 360,000 tested, 0.66% active; inhibition, % at 10 µM;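 active = inhibition above about 55%, limit read from the data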
aDG glyco up = activators of alpha-DG glycosylation, primary screen, uHTS, Pro5-aDG cells, AlphaScreen | alpha-DG glycosylation AlphaScreen (IIH6); 0% Pro5, 100% B10-LARGE cell signal | AID 624168, 2012 | activation, % at 10 µM | 360,000 tested, 0.22% active;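 active = activation of at least 8% versus controls, or a plate z-score of at least 8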;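 note: Pro5 are CHO cells carrying HIG-tagged alpha-DG that lacks glycosylation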
Vif imaging = HIV Vif self-association inhibitors, primary screen, imaging, HEK293T, single point; HEK293T cells, Vif self-association by quenched fluorescence, 24 h; inhibition, % at 7.49 µM; 340,000 tested, 0.35% active; AID 602346, 2012; in the data active = inhibition above about 50%, passing the limit was not always enough; note: some results filed as inactive read as strong as hits
Peg3 promoter = Peg3 promoter-driven luciferase inhibitors, primary screen, cell-based, HeLa, luciferase luminescence. 360,000 tested, 1.7% active. inhibition, % at 20 µM. HeLa PEG-Prom luciferase reporter, overnight;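 active = inhibition of at least 50% at 20 µM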
hiPSC survival = enhancers of single-cell hiPSC survival, primary screen, ATPlite luminescence; 100% = ROCK inhibitor wells, 0% = DMSO; survival enhancement, % at 20 µM; 360,000 tested, 0.044% active; AID 602274, 2012; in the data active = survival enhancement above about 18%;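 note: cells exposed to compounds for 16 hours before the ATP read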
* marks the source's active call; other numbers are inactive results; / = no result given.

smiles,CaV13 FRET inh,TRPM1 prom inh,PDI inh,NR2E3 ag-1,HIF-2a block,NR2E3 ag-2,Granule exo inh,aDG glyco up,Vif imaging,Peg3 promoter,hiPSC survival
NC(=O)C1=C[C@@H](c2ccc(C(F)(F)F)cc2)C[C@@H](OCc2ccc(CO)cc2)O1,-5,-2,12,4,10,1,-4,-0.2,/,10,2.6
O=C(O)CSCCCC(=O)Nc1ccc(Br)cc1,-6,5,-3,-9,-12,5,-2,0.5,-4,10,-0.6
Cc1cc(C)cc(NC(=O)C2C3C=CC4(O3)C2C(=O)N(CCCN2CCCC2)C4C(=O)NC2CCCC(C)C2C)c1 (stereo unspecified),-7,7,-7,-33,6,4,5,-0.1,-4,-6,-0.4
CCCCCCc1cc2cc(/C(N)=N/NC(=O)c3ccncc3)c(=O)oc2cc1O,/,9,/,1,9,0,-3,0.0,3,20,8.1
CCn1cc(-c2cc(C(=O)O)c3ccccc3n2)c(C)n1,-4,6,-7,-2,12,4,-1,-0.2,10,9,0.4
CCN(CC)CCCN1C(=O)c2oc3ccccc3c(=O)c2C1c1cc(OC)ccc1OC (stereo unspecified),-8,3,-6,13,15,2,-4,0.2,0,-1,3.5
Cc1ccc(C(=O)c2cc([N+](=O)[O-])ccc2N2CCCCC2)c(C)c1,-5,31,2,23,30,-5,10,-0.5,3,17,-0.6
CCOC(=O)c1ccc(NC(=S)N(CCCN2CCCCCC2)Cc2ccco2)cc1,-6,5,5,-2,15,-1,-3,0.3,-1,-21,-1.9
Fc1ccccc1Cc1noc(CN2CCN(Cc3ccc4c(c3)OCO4)CC2)n1,-2,-11,4,26,0,2,-1,-0.3,9,13,-0.3
CN(C)c1ccc(C(CNS(=O)(=O)c2ccc3ccccc3c2)c2c[nH]c3ccccc23)cc1 (stereo unspecified),-1,-1,-2,-34,-30,-3,1,-0.2,1,10,-1.8
COc1ccc([C@H]2CC(=O)C=C(c3ccc(NC(C)=O)cc3)C2)cc1OC,-10,-3,0,9,-12,4,-1,0.2,5,-12,-3.5
CCOC(=O)Cc1cc(=O)[nH]c(/N=C(\N)Nc2ccc(OC)cc2)n1,-2,3,-5,-20,14,6,-2,0.0,0,8,-0.3
CCc1cccc2c(C=C(C#N)C#N)cn(CC(=O)N3CCCC3)c12,/,-1,-3,15,14,-1,-1,0.2,-12,12,0.5
CCCSc1ncnc2c1oc1ccccc12,-7,-25,2,6,-112,2,-1,0.2,16,-82,3.2
O=C(NCCCN1CCCCCC1)c1ccc(N2CCCC2=O)cc1,-5,-3,3,-2,12,4,4,0.1,6,0,3.0
CC(=O)c1cccc(NC(=O)C2CCCN(S(=O)(=O)c3cccc4cccnc34)C2)c1 (stereo unspecified),0,/,/,-9,20,3,-5,0.0,-2,30,3.8
O=C(N/N=C/c1cccc(Oc2ccccc2)c1)c1ccncc1,-3,1,-5,-14,11,0,1,1.2,8,10,-0.2
COc1cccc(C(=O)N/N=C(\C)c2cccc(NC(=O)c3ccc(F)cc3)c2)c1OC,-5,-36,1,-70,-74,2,2,-0.1,-1,-18,0.4
CC(=O)CCC(=O)OCC(=O)Nc1ccc(SC(F)F)cc1,7,-1,-12,-13,8,1,-3,0.2,2,-3,-1.0
Cc1csc(NC(=O)C2(C)CCN2C(=O)C(C)C)c1C#N (stereo unspecified),/,/,-3,-16,8,/,-7,-0.3,/,0,-2.1
CCOC(=O)CN(Cc1ccccc1)S(=O)(=O)c1ccc(NC(C)=O)cc1,-8,-6,5,-5,9,2,-2,0.4,-4,12,-0.4
COc1ccc(CCN(C)C(=S)Nc2ccc(SC(F)F)cc2)cc1OC,-3,-1,-1,21,5,1,-5,-0.1,4,8,-0.1
CCN(CC)CCCN(Cc1cc2cc3c(cc2[nH]c1=O)OCO3)C(=S)Nc1ccccc1OC,-6,-4,-5,-17,10,3,0,-0.1,5,8,8.7
CCOc1ncccc1C(=O)OCC(=O)N(CC(C)C)C1CCS(=O)(=O)C1 (stereo unspecified),2,-1,-1,8,18,1,1,-0.1,15,-1,0.7
Cc1cc(C)nc(N2CCC(C(=O)Nc3cccc(C(F)(F)F)c3)CC2)n1,-4,7,12,-15,14,-1,9,0.0,-8,34,0.4
CCOC(=O)c1c(NC=O)sc2c1CCC2,-5,1,11,16,16,-5,-2,0.3,-7,23,-0.9
O=C(CCc1nnc2ccc(N3CCCCC3)nn12)NCc1ccco1,-8,1,2,0,5,2,-4,-0.3,11,-8,-0.1
Cc1nn(Cc2ccc(F)cc2)c2sc(C(=O)Nc3nccs3)cc12,-4,16,-1,-2,10,-1,-2,-0.5,-1,16,-4.4
COc1cccc(C(C(=O)NC2CCCC2)N(C(=O)c2ccco2)C2CC2)c1OC (stereo unspecified),-6,-14,-6,-8,20,0,0,0.1,2,6,0.8
Clc1nc2c(-c3ccccc3)nnn2c2ccccc12,-16,57,7,-63,-63,2,27,-0.1,9,103*,-0.7
CNC(=O)C[C@@H]1C(=O)N(CCc2ccccc2)CC1(C)C,-5,/,-3,-12,7,/,-3,-0.3,0,-20,2.1
Cc1cccc(C(=O)N(CC(=O)Nc2sc(C)c(C)c2C(N)=O)C2CCCC2)c1,-4,0,11,2,24,-1,9,-0.2,-23,40,-0.6
C/C(=C\C(=O)c1ncc(C(F)(F)F)cc1Cl)N(C)C,-4,-6,-1,-5,16,-1,1,0.2,-2,1,-0.5
CCn1c(=O)n(CC(=O)Nc2cc(OC)ccc2OC)c(=O)c2ccccc21,/,3,4,-17,26,4,-3,-0.2,-9,23,5.6
Clc1ccc(OCCOCCN2CCc3ccccc3C2)c(Cl)c1,-6,0,-1,-8,-4,-3,4,0.0,/,0,1.9
COc1ccc(C(=O)O/N=C(\N)c2ccc(Cl)cc2)cc1,-19,-90,1,-29,-325,0,3,0.1,3,-300,-0.2
C/C(=N\Nc1nc2ccccc2s1)c1cccs1,-4,16,3,-135,-132,-3,1,-0.8,-8,-106,-4.0
O=C(NC(c1ccc(Cl)cc1)c1ccsc1)C1CCN(CCOc2ccc(Cl)cc2)CC1 (stereo unspecified),-6,/,6,-6,8,/,27,-0.2,4,-3,0.8
CCc1cc2c(N3CCCCC3)ncnc2s1,0,10,-14,17,20,2,-4,0.9,-4,13,6.0
Cc1ccc(S(=O)(=O)c2cnc(-c3ccccc3)nc2N2CCN(C)CC2)cc1,4,8,6,-8,7,4,6,0.4,-3,23,0.5
CC(C)(C)c1ccc(C(=O)OCCN2CCCCC2)cc1,-5,-19,-1,-3,-49,2,-4,-0.2,15,-8,-0.5
CN1CCN(c2nc(-c3ccc(Cl)s3)cs2)CC1,-6,-49,7,-20,5,1,-1,0.1,11,-32,-1.5
COc1ccc2cc(C(C)C(=O)Nc3cccc(S(=O)(=O)N(C)C)c3)ccc2c1 (stereo unspecified),-3,20,-7,48,-20,4,14,0.2,1,-1,0.4
Cc1ccc(-c2nnc3c(C(F)(F)F)nc4ccccc4n23)cc1,0,28,0,-32,15,-1,-1,-0.1,9,48,-2.4
COc1cc(F)ccc1S(=O)(=O)N1CCN(C23CC4CC(CC(C4)C2)C3)CC1,-6,-3,-8,-5,10,0,-6,-0.1,33,4,-0.3
O=C(NCc1nnc(SCC(=O)N2CCCC2)o1)c1c(F)cccc1F,-6,13,11,-11,15,2,2,0.0,-2,5,-0.2
COc1ccccc1NC(=O)N1CCN(C(=O)c2ccco2)CC1,-7,-4,-11,-4,1,3,-5,-0.2,-4,3,-0.1
O=C(NC1CCCCC1)C1CCN(c2cnccn2)CC1,-5,-2,5,-4,12,-1,-7,-0.1,-17,0,3.2
COc1ccc(-c2cc(C)no2)cc1S(=O)(=O)Nc1ccccc1,-6,23,2,-31,-4,3,2,-0.1,5,39,0.0
CN(c1cccc(NS(=O)(=O)c2ccccc2)c1)S(C)(=O)=O,9,1,3,-2,11,7,-6,-0.5,2,10,0.4
CCCn1nnc(NC(=O)c2ccc(Br)o2)n1,-4,-12,-7,-5,-38,2,0,0.0,15,-17,1.0
